ERK AVP block: qHTS Assay for Inhibitors of the ERK Signaling Pathway using a Homogeneous Screening Assay | Potency, µM (doses to about 57.5 µM), without a hit: top-dose activity, negative = inhibition, hits mostly inhibitors | 0.99% of 72,000 active | HEK293-V1b, vasopressin-stimulated pERK AlphaScreen; further: potency means the concentration at half of the fitted maximal effect; on the % scale 0 is the no-effect control and ±100 the full control effect; nearly all actives have a fitted effect of over 55% in size
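qHTS, compounds titrated on V1b-expressing HEK293 cells. Preincubation 30 min at 37C, vasopressin 25 nM for 5 min, lysis 10 min, bead incubation 5 hr at room temperature.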
FLuc inh: qHTS Assay for Inhibitors of Firefly Luciferase; Luciferin 4-monooxygenase (Photinus pyralis), P08659; purified firefly luciferase, luminescence, 8 min; Potency, µM (titrated, usually from 57.1 µM), for the others: at the highest dose activity change, negative = inhibition, usual class: inhibitors; 2.2% of 72,000 active; AID 411, 2009; further: potency means the concentration at half of the fitted maximal effect; on the % scale 0 is the no-effect control and ±100 the full control effect; nearly all actives have a fitted effect of over 40% in size
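Inhibition of light generation by firefly luciferase from ATP and luciferin was profiled with concentration-response curves per sample, ATP held at 10 uM within the enzyme's linear range. Plates were read by luminescence after an 8-minute ambient incubation.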
Fluorescein fluor: qHTS Assay for Spectroscopic Profiling in Fluorescein Spectral Region; Compound autofluorescence, 480/540 nm, fluorescein-equivalent; hits give high values; max fluorescein-equivalent concentration, M; 0.91% of 59,000 active; in the data active means max fluorescein-equivalent concentration above about 10 nM; inconclusive means between about 1.1 nM and that limit
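Autofluorescence profiling; 100 mM Tris, pH 8.0; incubation 15 min at RT; ex/em 480/540 nm; result as fluorescein-equivalent concentration.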
HADH2 inh: qHTS Assay for Inhibitors of HADH2 (Hydroxyacyl-Coenzyme A Dehydrogenase, Type II). 3-hydroxyacyl-CoA dehydrogenase type-2 (Homo sapiens), Q99714. recombinant HADH2, NADH fluorescence, beta-hydroxybutyryl-CoA. Potency, µM (highest dose often 57.1 µM), for the others: at the highest dose activity change, negative = inhibition, usual class: inhibitors. 3.4% of 73,000 active. AID 886, 2007; further: potency means the concentration at half of the fitted maximal effect; on the % scale 0 is the no-effect control and ±100 the full control effect; nearly all actives have a fitted effect of over 60% in size; many of its hits are not listed in these tables
Target sequence (Q99714 whole entry, looked up, one chain of several): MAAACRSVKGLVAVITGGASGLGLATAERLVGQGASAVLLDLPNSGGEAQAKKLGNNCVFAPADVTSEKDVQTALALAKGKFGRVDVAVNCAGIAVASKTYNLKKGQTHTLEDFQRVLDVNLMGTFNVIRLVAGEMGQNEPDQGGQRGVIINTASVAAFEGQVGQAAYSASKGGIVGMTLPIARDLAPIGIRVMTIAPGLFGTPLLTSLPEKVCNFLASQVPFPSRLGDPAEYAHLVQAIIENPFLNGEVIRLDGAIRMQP
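20 nM HADH2 + cpd, 15 min RT; add 1 mM NAD+/90 uM beta-hydroxybutyryl-CoA; kinetic fluorescence 360/450 nm, 4 min. Tris-HCl pH 9.0, 0.01% Tween-20.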
TexasRed autofl: qHTS Assay for Spectroscopic Profiling in Texas Red Spectral Region; 0.06% of 59,000 active; max dye-equivalent concentration, M; AID 587, 2007; Compound fluorescence, Texas Red channel, 547/618 nm; hits give high values; in the data active means max dye-equivalent concentration above about 10 nM; inconclusive means between about 1.1 nM and that limit
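Pin-transferred compounds and Texas Red standards go into 100 mM Tris buffer, pH 8.0. After 15 min at room temperature, plates are imaged with 547/618 nm filters. Each value is a dye-equivalent concentration derived from the per-plate dye curve.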
Casp1 inh: qHTS Assay for Allosteric/Competitive Inhibitors of Caspase-1. P29466. Caspase-1 enzyme, Ac-WEHD-AFC fluorogenic rate. Potency, µM (series often up to 57.5 µM), inactives show top-dose activity change, negative = inhibition, actives largely listed as inhibitors. 0.03% of 75,000 active. AID 900, 2007;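 further: potency means the concentration at half of the fitted maximal effect; plate controls were vehicle for no effect and no substrate for full effect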
USP2a inh: qHTS Assay for Inhibitors of Ubiquitin-specific Protease USP2a; USP2a enzymatic assay, qHTS inhibition; Ubiquitin carboxyl-terminal hydrolase 2 (Homo sapiens), O75604; 0.1% of 60,000 active; Potency, µM (highest dose often 38.3 µM), for the others: at the top dose activity change, negative = inhibition, most hits filed as inhibitors;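 further: potency means the concentration at half of the fitted maximal effect; nearly all actives have a fitted effect of over 60% in size; plate controls were DMSO for no effect and NEM full inhibition control for full effect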
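Coupled readout: USP2-cleaved Ub-PLA2 (20nM final) turns over NBD C6-HPC (20uM final), Ex 460nm/Em 535nm after 2.5 h, time-zero read flagging artifacts. Enzyme (20nM final, pH 8.0 Tris) given 30 min RT with compound first; NEM defines full inhibition.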
Caspase-7 inhib: qHTS Assay for Allosteric/Competitive Inhibitors of Caspase-7. recombinant caspase-7, Ac-DEVD-AFC fluorescence rate. P55210. AID 889, 2007. Potency, µM (series often up to 57.5 µM), for inactives: at the highest dose activity change, negative = inhibition, usual class: inhibitors. 0.02% of 75,000 active; active means well fitted inhibition curve with a large enough effect in the main read-out, with a control signal flat, not every such curve was filed as active; inconclusive means small, poorly fitted or top-dose-only effect, or a change in a side signal; further: potency means the concentration at half of the fitted maximal effect; % of control where 0% means no effect
Rhodamine autofl: qHTS Assay for Spectroscopic Profiling in Rhodamine Spectral Region; max dye-equivalent concentration, M; 0.05% of 59,000 active; Rhodamine-region fluorescence, 547/598 nm, Tris buffer; hits give high values; in the data active means max dye-equivalent concentration above about 11 nM; inconclusive means between about 1.1 nM and that limit
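Intensities are converted to rhodamine-equivalent concentration using a six-point rhodamine standard on each plate. Compounds sit 15 min at room temperature in 100 mM Tris buffer, pH 8.0; read uses the 547/598 nm excitation/emission pair.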
Tau filament bind: qHTS Assay for Tau Filament Binding | Microtubule-associated protein tau (Homo sapiens), P10636 | recombinant tau filaments, thioflavin S fluorescence, 15 h; filaments grown with octadecylsulfate alongside compound | Potency, µM (doses to about 57.1 µM), inactives show top-dose activity change, negative = inhibition | 2% of 71,000 active | AID 596, 2007;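 further: potency means the concentration at half of the fitted maximal effect; on the % scale 0 is the no-effect control and ±100 the full control effect; actives lower thioflavin S fluorescence by blocking filaments or displacing dye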
Target sequence (P10636 whole entry, looked up): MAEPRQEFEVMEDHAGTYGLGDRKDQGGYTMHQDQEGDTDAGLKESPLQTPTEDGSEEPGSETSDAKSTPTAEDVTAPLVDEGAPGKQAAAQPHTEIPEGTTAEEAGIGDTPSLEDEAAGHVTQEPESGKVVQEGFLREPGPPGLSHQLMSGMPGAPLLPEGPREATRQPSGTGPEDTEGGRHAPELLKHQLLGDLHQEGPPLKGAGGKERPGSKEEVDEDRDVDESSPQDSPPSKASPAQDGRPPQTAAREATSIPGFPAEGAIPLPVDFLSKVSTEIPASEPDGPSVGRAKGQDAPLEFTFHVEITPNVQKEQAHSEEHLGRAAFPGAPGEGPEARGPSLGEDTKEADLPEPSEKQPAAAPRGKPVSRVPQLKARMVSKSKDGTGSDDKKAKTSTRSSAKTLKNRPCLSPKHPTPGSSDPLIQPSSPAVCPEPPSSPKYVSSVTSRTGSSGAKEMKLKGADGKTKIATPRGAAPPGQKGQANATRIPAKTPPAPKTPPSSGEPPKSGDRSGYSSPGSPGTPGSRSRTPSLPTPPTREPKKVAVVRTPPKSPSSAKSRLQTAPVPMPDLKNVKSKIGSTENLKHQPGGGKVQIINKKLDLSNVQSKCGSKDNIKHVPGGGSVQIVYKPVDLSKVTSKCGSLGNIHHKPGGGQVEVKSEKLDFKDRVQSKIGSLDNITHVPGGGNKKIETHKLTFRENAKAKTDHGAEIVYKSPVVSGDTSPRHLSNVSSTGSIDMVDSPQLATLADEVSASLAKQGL
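ThS-based fibril read: tau 1 uM final, inducer ODS 30 uM final, 37 C for 15 h, ex 450/em 510 nm.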
HEK293 cAMP ctrl: qHTS Assay for Agonists of the Thyroid Stimulating Hormone Receptor: Activators of Intracellular cAMP Concentrations in Parental HEK 293 | Potency, µM (titrated, usually from 57.1 µM), inactives show top-dose activation, actives largely listed as activators | 2.5% of 73,000 active | parental HEK293 CNG cAMP sensor, membrane potential fluorescence; further: potency means the concentration at half of the fitted maximal effect; % of control where 0% means no effect; nearly all actives have a fitted effect of over 55% in size
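Counterscreen for endogenous-receptor signalling: CNG-channel HEK 293 cells report cAMP rise by membrane depolarization. After 60 min dye equilibration with 100 uM RO 20-1724, compounds incubated 30 min before bottom-read fluorescence at 590 nm.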
The depositor's hits bear a star; i = inactive; u = inconclusive; x = no result given; & = joins results of further samples; [ ] = dose if it differs, or a comment. Unless noted, the call rests on the fitted dose curve; in most records, active means well fitted curve in the direction sought with a large enough effect; inconclusive means small, poorly fitted or top-dose-only effect, or another doubt; inactive means no such curve, though single readings can be large; an effect the other way counts as inactive or inconclusive. Not all compounds are listed; the hit share may differ from the screen's.

item	SMILES	ERK AVP block	FLuc inh	Fluorescein fluor	HADH2 inh	TexasRed autofl	Casp1 inh
1	C/C=C/c1ccc(OCCCCN2C(=O)NC(C)(C)C2=O)c(OC)c1	20µM*	-3%	u	9%	i	0%
2	CCOC(=O)C1CSC(Cc2ccc(OCc3ccc([N+](=O)[O-])cc3)cc2)N1 (configuration not stated)	-22%	x	x	u	x	-1%
3	COCC(C)n1c(C)cc(C(=O)COC(=O)c2nc3nc(C)cc(C)n3n2)c1C (configuration not stated)	9%	4%	u	1%	i	-2%
4	CC(=O)N(CCO)Cc1cc2cc(C)cc(C)c2[nH]c1=O	-4%	1%	u	0%	i	1%
5	Nc1nc(Cl)nc2c1ncn2[C@H]1C[C@H](O)[C@@H](CO)O1	-18%	2%&-1%[25.5 µM]	i	x	i	-1%
6	COCCNC(=O)C(OC(=O)CC1Sc2ccccc2NC1=O)c1ccncc1 (configuration not stated)	-10%	-1%	i	u	i	-1%
7	CCn1cc(C(=O)NCCCOC)c2cc(OC)c(OC)cc2c1=O	-20%	0%	i	-2%	i	0%
8	CN(CCNC(=O)C1CC(=O)N(c2ccc(F)c(Cl)c2)C1)Cc1ccccc1 (configuration not stated)	16%	0%	i	-2%	u	1%
9	CCCn1c(N)c(C(=O)COC(=O)c2c(C)noc2C)c(=O)n(C)c1=O	-27%	3%	u	8%	i	0%
10	COC(=O)C1=C(C)OC(N)=C(C#N)C1c1ccccc1 (configuration not stated)	14%	3%	i	9%	i	-2%
11	c1ccc(Oc2cc(-n3cccn3)ncn2)cc1	-14%	-22%	u	-3%	i	-1%
12	CC(C)c1ccc(NC(=O)C(c2ccccc2)N2CCN(C(=O)c3ccco3)CC2)cc1 (configuration not stated)	17%	-1%	i	2%	i	-6%
13	O=C(NCCc1ccc(Cl)cc1)C1CCN(S(=O)(=O)c2ccc(-n3cnnn3)cc2)CC1	-10%	0%	u	12%	i	-4%
14	O=C1NCCCC1C(=O)N1CCN(C(=O)c2ccco2)CC1 (configuration not stated)	-7%	0%	x	3%[11.4 µM]	x	0%
15	Cc1cc(NC(=O)COc2cccc(Oc3ccccc3)c2)no1	-3%	-1%	u	-14%	u	-2%

item	USP2a inh	Caspase-7 inhib	Rhodamine autofl	Tau filament bind	HEK293 cAMP ctrl
1	1%	0%	i	-9%	1%
2	x	-5%	x	x	-7%
3	12%	-1%	i	-6%	-3%
4	2%	1%	i	6%	-3%
5	2%	0%	i	x	x
6	5%	1%	i	-4%	-4%
7	-2%	-2%	i	10%	-1%
8	23%	-7%	i	3%	6%
9	1%	0%	i	-7%	4%
10	8%	-10%	i	-13%	23%
11	1%	-4%	i	0%	-2%
12	45%[activator]	-7%	i	3%	23%
13	39%[activator]	-2%	i	94%	-15%
14	-1%[7.66 µM]	1%	x	6%[11.4 µM]	u
15	28%	-7%	i	-17%	6%

Some of the entries above in another layout.
Under each structure – ERK AVP block, FLuc inh, Fluorescein fluor, HADH2 inh, TexasRed autofl, Casp1 inh, USP2a inh, Caspase-7 inhib, Rhodamine autofl, Tau filament bind, HEK293 cAMP ctrl
(6) COCCNC(=O)C(OC(=O)CC1Sc2ccccc2NC1=O)c1ccncc1 (configuration not stated)
  -10%, -1%, i, u, i, -1%, 5%, 1%, i, -4%, -4%
(7) CCn1cc(C(=O)NCCCOC)c2cc(OC)c(OC)cc2c1=O
  -20%, 0%, i, -2%, i, 0%, -2%, -2%, i, 10%, -1%

Taken from above.
COCCNC(=O)C(OC(=O)CC1Sc2ccccc2NC1=O)c1ccncc1 (configuration not stated) in HEK293 cAMP ctrl is entered as -4%
CC(C)c1ccc(NC(=O)C(c2ccccc2)N2CCN(C(=O)c3ccco3)CC2)cc1 (configuration not stated) in Tau filament bind is entered as 3%
COCC(C)n1c(C)cc(C(=O)COC(=O)c2nc3nc(C)cc(C)n3n2)c1C (configuration not stated) in ERK AVP block is entered as 9%

Following part
item	SMILES	ERK AVP block	FLuc inh	Fluorescein fluor	HADH2 inh	TexasRed autofl	Casp1 inh
16	CCN(CC)CCCn1c(-c2ccccc2)nc2c(N(CCOC)CCOC)nc(C)nc21	-10%	x	x	u	x	2%
17	O=C(CSc1nc2ccccc2c(=O)n1Cc1ccco1)N1CCCCCC1	u	-1%	i	6%	i	0%
18	CCOC(=O)N1CCN(c2c(NCc3ccccc3OC)c(=O)c2=O)CC1	0%	3%	x	1%	x	0%
19	Cc1cc(Br)ccc1NC(=O)CNC(=O)CN1C(=O)NC2(CCCCCC2)C1=O	3%	1%	u	-6%	i	-3%
20	CC1CCC2C(=O)OC(COc3ccc(C(C)(C)C)cc3)CN2C1c1ccc(Br)cc1 (configuration not stated)	9%&11%&13%&18%&-6%[11.5 µM]	x	x	8%&-6%&11%&3%&17%[11.4 µM]	x	-1%&-3%&0%&-2%&-1%[11.5 µM]
21	CCC(=O)N1CCc2cc(S(=O)(=O)NCCC(=O)N3CCN(c4ccccn4)CC3)ccc21	8%	1%	u	7%	u	0%
22	CC(C)(C)NC(=O)C(c1ccccn1)N(C(=O)c1ccc2c(c1)OCCO2)C1CCCC1 (configuration not stated)	-6%	2%	i	-2%	i	1%
23	CN(C)C=Nc1c(Br)cc(Br)c2nonc12	69%[activator]	-1%	3.9e-08M*	0.79µM*	u	-13%
24	COc1c2c(nc3ccccc13)O[C@@H]([C@@](C)(O)CO)C2	-17%	1%	i	12%	u	0%
25	CCOC(=O)N1CCN(c2cc(=O)n(-c3ccc(OCC)cc3)c(=O)[nH]2)CC1	-6%	3%	i	-10%	i	2%
26	Cc1ccc(N2CCN(S(=O)(=O)N(C)C)CC2)cc1Cl	5%	0%	i	-4%	i	0%
27	COc1cc(S(=O)(=O)N2CCOCC2)cc(C(=O)c2nccn2C)c1OC	15%	3%	i	5%	i	-2%
28	O=C(O)C1C2C=CC(O2)C1C(=O)NCc1ccc2c(c1)OCO2 (configuration not stated)	-14%	0%	i	-17%	u	-1%
29	Cc1c(C#N)c2ccccc2n1CCOc1ccccc1F	5%	-2%	x	-1%	x	-2%
30	CCn1c(-c2c[nH]c3ccccc23)n[nH]c1=S	u	2%	i	-27%	i	-5%

item	USP2a inh	Caspase-7 inhib	Rhodamine autofl	Tau filament bind	HEK293 cAMP ctrl
16	x	0%	x	21%	u
17	13%	-9%	i	11%	u
18	x	-2%	x	-6%	5%
19	9%	-1%	i	60%	3%
20	x	0%&1%&-1%&-1%&1%[11.5 µM]	x	x	4%&5%&-1%&14%&10%[11.4 µM]
21	8%	1%	i	-12%	2%
22	9%	1%	i	10%	u
23	15%	-10%	u	i	-1%
24	3%	2%	i	-5%	-7%
25	-8%	0%	i	2%	2%
26	1%	-1%	i	10%	18%
27	2%	2%[0.00368 µM]	i	-6%	-1%
28	-7%	-4%	i	-7%	4%
29	-13%	-3%	x	74%	20%
30	4%	-1%	i	-5%	-6%

More compounds follow.
item	SMILES	ERK AVP block	FLuc inh	Fluorescein fluor	HADH2 inh	TexasRed autofl	Casp1 inh
31	COc1ccccc1C1C(C(=O)NCc2ccccc2)=C(C)Nc2ncnn21 (configuration not stated)	-1%	2%	u	5%	i	0%
32	CC(=O)c1ccc(OCC(C)C)c(CN2CCCCC2)c1	-10%	1%	i	12%	i	-4%
33	CC(=O)Nc1ccc(C(=O)Nc2ccc(S(=O)(=O)NCC3CCCO3)cc2)cc1 (configuration not stated)	-1%	0%	i	6%	i	-2%
34	CCCCCCn1c(CN2CCCCC2)nc2c1c(=O)n(C)c(=O)n2C	9%	2%	i	20%	i	0%
35	COc1ccc2c(c1OC)C(=O)OC2CC(=O)c1ccc(O)cc1 (configuration not stated)	-13%	1%	x	-19%	x	0%
36	FC(F)(F)c1cc(CN2CCC3(CCNCC3)CC2)cc(C(F)(F)F)c1	-9%	1%[11.4 µM]	i	12%	i	-1%

item	USP2a inh	Caspase-7 inhib	Rhodamine autofl	Tau filament bind	HEK293 cAMP ctrl
31	-14%	-3%	i	3%	4%
32	0%	3%	i	-5%	u
33	0%	0%	i	-4%	7%
34	9%	2%	i	14%	u
35	2%	-4%	x	7%	-5%
36	7%	-1%	i	13µM*	-5%

From PubChem BioAssay
